# Assay outcomes (PubChem)
# TEAD-YAP block: TEAD-YAP interaction inhibition; 1.4% of 640,000 active; inhibition, % at 9.12 µM; AID 1259422; HEK-TIYL cells, TEAD-Gal4/YAP UAS-luciferase luminescence; in the data active = inhibition above about 32%;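 also: 0% = median of test compound wells and 100% = reference inhibitor wells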
# GPR151 ag: activates the human receptor GPR151; AID 1508602; PathHunter beta-arrestin GPR151 cells, luminescence; Q8TDV0; 1% of 650,000 active; activation, % at 11.2 µM; in the data active = activation above about 4.9%;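 also: 0% = median of compound wells and 100% = cells with positive control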
# Target sequence (Q8TDV0 whole entry, looked up): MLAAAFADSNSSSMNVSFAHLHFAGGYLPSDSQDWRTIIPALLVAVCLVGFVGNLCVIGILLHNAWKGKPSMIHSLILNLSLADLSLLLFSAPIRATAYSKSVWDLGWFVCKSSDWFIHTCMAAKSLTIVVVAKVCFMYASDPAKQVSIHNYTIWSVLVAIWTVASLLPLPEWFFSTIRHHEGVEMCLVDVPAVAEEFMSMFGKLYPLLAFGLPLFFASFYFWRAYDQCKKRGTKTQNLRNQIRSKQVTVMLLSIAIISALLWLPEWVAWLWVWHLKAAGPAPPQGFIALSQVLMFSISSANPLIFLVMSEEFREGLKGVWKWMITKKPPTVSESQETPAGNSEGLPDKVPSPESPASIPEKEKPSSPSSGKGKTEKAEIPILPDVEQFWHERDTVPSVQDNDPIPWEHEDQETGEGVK
# MITF primary: human MITF inhibition, primary screen. 0.91% of 650,000 active. inhibition, % at 2.6 µM. AlphaScreen MITF homodimerization, bead proximity signal; in the data active = inhibition above about 50%;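 also: 0% = vehicle wells with protein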
# Target sequence (O75030 whole entry, looked up): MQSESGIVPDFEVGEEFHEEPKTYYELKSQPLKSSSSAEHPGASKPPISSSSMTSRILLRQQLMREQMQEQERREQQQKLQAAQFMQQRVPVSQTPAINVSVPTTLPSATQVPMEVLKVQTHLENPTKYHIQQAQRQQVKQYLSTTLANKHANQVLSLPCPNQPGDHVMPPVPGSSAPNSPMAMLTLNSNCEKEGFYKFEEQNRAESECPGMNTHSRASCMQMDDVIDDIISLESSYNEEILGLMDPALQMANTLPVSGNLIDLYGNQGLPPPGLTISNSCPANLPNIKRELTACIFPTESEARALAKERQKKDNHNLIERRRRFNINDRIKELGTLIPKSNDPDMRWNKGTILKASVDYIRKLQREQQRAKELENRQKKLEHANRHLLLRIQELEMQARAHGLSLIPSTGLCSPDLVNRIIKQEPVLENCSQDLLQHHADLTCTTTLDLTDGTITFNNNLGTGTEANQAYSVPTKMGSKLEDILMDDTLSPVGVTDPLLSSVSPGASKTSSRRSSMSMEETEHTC
# FBW7 activator: activators of human E3 ligase FBW7 | AID 1259310 | AlphaScreen FBW7–phospho-cyclin E peptide binding, activator screen | Q969H0 | normalized activity (activation), % at 26.1 µM | 0.13% of 650,000 active; in the data active = normalized activity above about 1.9%;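 also: purified mutant Fbw7 with reduced substrate affinity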
# The depositor's hits bear a star.
nr	Structure	TEAD-YAP block	GPR151 ag	MITF primary	FBW7 activator
1	CC(=O)C1=C(C)NC(c2ccc(Cl)c(Cl)c2)NC1c1ccc(Cl)c(Cl)c1 (stereo not drawn)	-3.0	-0.9	0.7	0.1
2	COc1cc2c(cc1OC)C(c1cc3cc(C)ccc3[nH]c1=O)NCC2 (stereo not drawn)	9.0	0.4	3.6	-0.1
3	Oc1c(C(c2cccs2)N2CCN(c3ccccn3)CC2)ccc2cccnc12 (stereo not drawn)	90.6*	0.7	38.4	-0.5
4	COc1cc([N+](=O)[O-])ccc1NC(=O)CC(C)=O	-2.3	2.7	-5.5	-0.1
5	O=C(COc1ccc(Br)cc1CO)Nc1ccccc1	-47.7	0.2	-10.0	0.0
6	CN(C)CC(=O)Nc1ccc2cn[nH]c2c1	-2.1	-0.8	-3.9	-0.1
7	CC(C)NC(=O)c1cc(-c2cccnc2)nc2ccccc12	4.7	-0.7	10.4	0.3
8	O=C(NC1C2CC3CC1CC(O)(C3)C2)C1CC(C(c2ccccc2)c2ccccc2)=NO1 (stereo not drawn)	-2.6	-0.8	-6.2	0.0
9	CCN(CC)C(=O)c1ccc2nc(NC(=O)c3cccs3)sc2c1	87.6*	-9.8	-6.1	0.0
10	COc1ccc(C2CC(=O)C=C(Nc3ccc(Cl)cc3)C2)cc1 (stereo not drawn)	-7.9	-0.8	-3.9	-0.1
11	CCOc1ccc(NC(=O)CN(c2ccc(C)c(C)c2)S(C)(=O)=O)cc1	1.8	1.6	15.1	0.0
12	O=C(COc1ccccc1)NC(=S)Nc1ccc2[nH]c(=O)[nH]c2c1	-20.9	-0.7	-6.3	-0.1
13	CCOc1cc(-c2nc3c(c(-c4ccccc4)nn3-c3ccccc3)c3cc(OC)c(OC)cc23)ccc1O	4.1	-1.8	5.3	0.3
14	Cc1c(C(=O)NCc2cccnc2)sc2ncn(CC(=O)N3CCCCC3)c(=O)c12	-16.4	-2.0	0.7	0.0
15	O=C(CCCOc1ccc(Cl)cc1Cl)n1nnc2ccccc21	2.7	-0.4	-1.1	-0.1
16	O=C(NCc1cccnc1)c1ccc2c(c1)N(Cc1c(F)cccc1Cl)C(=O)CS2	28.7	-1.5	23.3	0.6
17	COc1ccccc1OCCOCCOc1ccc(C)cc1[N+](=O)[O-]	1.8	2.1	2.7	0.1
18	CCOC(=O)c1c(NC(=O)C(C)Sc2nnc(CNC(=O)c3ccc(OC)c(OC)c3)n2C)sc2c1CCC2 (stereo not drawn)	-6.0	-0.3	-4.2	-0.1
19	Cc1sc(NC(=O)c2cc3cc(Br)ccc3oc2=O)nc1-c1ccccc1	9.4	-1.5	16.6	1.4
20	CCn1cc(SCC(=O)Nc2nc3ccccc3s2)c2ccccc21	-4.3	0.1	-2.7	0.7
21	CC(=O)c1ccc(NC(=O)c2nn(C)c3c2COc2ccccc2-3)cc1	2.3	-0.3	-0.6	-0.3
22	CCOc1cc(CN2CCC(C(=O)N3CCCC(C)C3)CC2)ccc1O (stereo not drawn)	12.8	-0.7	17.2	0.3
23	Nc1ccc2c(c1)N1CCN=C1S2	7.4	-1.1	14.1	0.1
24	CC(=O)c1ccc(C(=O)C(=O)c2ccccc2)cc1	13.4	0.6	18.8	0.6
25	CN1CCN(c2nc(-c3ccc(F)cc3)cc(C(F)(F)F)n2)CC1	2.2	0.2	-10.6	0.2
26	O=C(Nc1ccc(F)cc1)c1cccc2nc3ccccc3nc12	5.8	2.4	8.0	0.0
27	O=C(CNC(=O)c1ccc(Cl)cc1)N/N=C/c1cccnc1	-5.9	0.9	-18.9	-0.1
28	COC(=O)c1c(NC(=O)COc2cc(C)cc(C)c2)sc2c1CCC(C)C2 (stereo not drawn)	12.2	-0.3	2.7	0.2
29	CCCN(CCC)C(=O)Cn1nc(CC)n2c(cc3sccc32)c1=O	-1.0	-0.3	0.9	-0.1
30	O=C(NCc1ccccc1)c1ccnc(Nc2cccnc2)c1	-9.6	-0.7	-6.3	0.0
31	O=C(Oc1ccc2c(-c3cc4ccccc4oc3=O)cc(=O)oc2c1)N1CCOCC1	11.6	1.6	-5.3	0.1
32	CC(C)n1cnc2c(NCC3CCCO3)nc(-c3ccccc3)nc21 (stereo not drawn)	13.0	0.2	2.3	0.0
33	CC(=O)NC(NCCOC12CC3CC(CC(C3)C1)C2)(C(F)(F)F)C(F)(F)F	10.3	-1.3	-9.4	0.4
34	CCCC(O)(CCN1CCCCCC1)c1ccccc1 (stereo not drawn)	-10.5	-1.1	-3.6	0.0
35	CCn1ccc(CNC(=S)Nc2cccc(C(F)(F)F)c2)n1	9.8	3.0	-6.7	0.0
36	O=C(O)COc1ccccc1/C=N\NC(=O)C1COc2ccccc2O1 (stereo not drawn)	-3.4	-0.8	2.0	0.4
37	CC1(C)C(C=C(Cl)Cl)C1C(=O)Nc1ccc(C(=O)O)cc1 (stereo not drawn)	5.5	1.0	24.6	0.7
38	CSc1c(CC(=O)Nc2ccc(F)cc2)n(Cc2ccccc2)c2ccccc12	0.1	-1.6	20.5	0.1
39	Cc1ccccc1OCc1nc(-c2ccc(Br)o2)no1	-25.8	-1.2	-10.5	-0.1
40	COc1cc(F)ccc1S(=O)(=O)N1CCCCC1C (stereo not drawn)	-4.5	-0.4	23.3	0.2

# Entries of single compounds from above. Values in the order: TEAD-YAP block | GPR151 ag | MITF primary | FBW7 activator
# `CCCN(CCC)C(=O)Cn1nc(CC)n2c(cc3sccc32)c1=O` across the screens: -1.0 | -0.3 | 0.9 | -0.1
# `CN1CCN(c2nc(-c3ccc(F)cc3)cc(C(F)(F)F)n2)CC1` across the screens: 2.2 | 0.2 | -10.6 | 0.2
# `CCn1ccc(CNC(=S)Nc2cccc(C(F)(F)F)c2)n1` across the screens: 9.8 | 3.0 | -6.7 | 0.0

# Further structures:
nr	Structure	TEAD-YAP block	GPR151 ag	MITF primary	FBW7 activator
41	CCOC(=O)c1c(NC(=O)c2ccccc2)sc2c1CCCC2=O	-0.9	-0.9	1.4	0.1
42	COc1ccc(C(=O)OC2CCN(C)CC2)cc1OC	5.5	0.7	7.8	-0.1
43	COc1ccccc1/C=C/CN1CCC2(CC1)CC2C(=O)NCCCn1ccnc1 (stereo not drawn)	-3.2	0.2	3.9	0.1
44	C=CCSC1=C(C#N)C(c2cccs2)C(C(=O)Nc2ccccc2)=C(C)N1 (stereo not drawn)	0.1	1.1	7.7	0.2
45	Cc1ccc[n+](CC(=O)c2ccc(NC(=O)c3ccccc3)cc2)c1	12.9	-2.6	2.5	0.3
46	CCCCC(=O)N1CCN(c2ncnc3c2nnn3-c2ccc(C)cc2)CC1	-4.9	-0.2	0.5	0.1
47	COc1cccc(-c2ocnc2C(=O)NC(C)c2cc(OC)ccc2OC)c1 (stereo not drawn)	-10.6	-1.4	1.1	0.0
48	CC(=O)N[C@@H](CC(C)C)C(=O)N1CCC(C2(CCc3ccccc3)NC(=O)NC2=O)CC1 (stereo partly drawn)	-2.6	0.9	2.5	-0.2
49	COc1ccc(C(=O)C[n+]2cc(Cl)c(N)c(Cl)c2)cc1	-2.9	-0.7	18.6	0.2
50	Cn1c(SCC(=O)Nc2ccccc2F)nnc1-c1ccc([N+](=O)[O-])cc1	-0.6	3.0	13.5	0.0
51	CCOC(=O)C1=C(C)N=c2s/c(=C/c3cc([N+](=O)[O-])ccc3N3CCN(C)CC3)c(=O)n2C1c1cc(OC)ccc1OC (stereo not drawn)	-11.9	0.2	-11.1	-0.2
52	Cc1ccc2oc(-c3ccc(Cl)c(NC(=O)COc4ccccc4)c3)nc2c1	-34.2	-0.4	-5.5	0.1
53	COc1ccc(Br)c(C(=O)N/C(=C\c2cccc([N+](=O)[O-])c2)C(=O)Nc2ccccc2Cl)c1	5.6	0.0	0.6	-0.2
54	O=C(CSc1cccc[n+]1[O-])C12CC3CC(CC(C3)C1)C2	-2.5	2.2	-1.2	0.0
55	OC1CCC(Nc2nc(CN3CCOCC3)nc3sc4c(c23)CCC4)CC1 (stereo not drawn)	-13.6	-0.5	4.7	0.0
56	Cn1c(=O)cc(C(=O)Nc2ccc(F)c(F)c2)[nH]c1=O	7.2	1.1	4.7	0.0
57	Cc1cc2c(=O)n(CC(=O)NCC(=O)NCCN3CCOCC3)cnc2s1	0.6	1.6	-1.0	-0.1
58	Cc1nn(C(C)C(=O)NCC2CCCO2)c(=O)c2cc3sccc3n12 (stereo not drawn)	-1.5	1.8	1.9	-0.5
59	Cc1ccc(C2CC(C(F)(F)F)n3ncc(C(=O)Nc4cc(Cl)ccc4Cl)c3N2)cc1 (stereo not drawn)	-3.6	1.4	2.7	0.0
60	CCCN1C(=O)CC(C)=Nc2ccccc21	9.1	-1.3	0.5	0.0
61	CSc1ccc(NC(=O)N2CCC(NC(=O)OC(C)(C)C)CC2)cc1	-6.3	-0.4	-11.5	-0.1
62	CSc1ccc(C(=O)Nc2nc3c(F)cccc3s2)cc1	-50.8	-1.8	4.5	0.1
63	COc1ccccc1C1C(C(=O)Nc2ccc(Cl)cc2)=C(C)Nc2ncnn21 (stereo not drawn)	4.2	-0.5	-16.6	0.0
64	CCCCn1c(SCC#N)nc2c(sc(=S)n2CCc2ccccc2)c1=O	-11.7	0.8	-1.1	0.1
65	CSC1=C(C#N)C(c2ccccc2Cl)C(C(=O)Nc2ccccc2C)=C(C)N1 (stereo not drawn)	-4.0	-0.5	15.1	2.0*
66	COCCc1nnc(NC(C)=O)s1	-0.8	0.4	-9.1	0.2
67	CCOc1ccc(Nc2nc(NCc3ccccc3)c3ccccc3n2)cc1	33.4*	2.8	1.1	-0.4
68	CC(C)COC(=O)c1cccc(NC(=O)Cc2ccccc2)c1	-36.9	0.7	-8.5	0.0
69	O=C(NC(=S)Nc1ccc(Cc2ccncc2)cc1)c1ccc(F)cc1	-7.5	0.3	-6.8	-0.2
70	O=S(=O)(c1cccs1)N1CCN(c2ccc(O)cc2)CC1	-18.2	1.2	1.1	-0.5
71	CCOC(=O)c1sc2ncn3c(-c4cccc(OC)c4)nnc3c2c1C	-0.9	0.5	3.4	-0.1
72	Nc1cc(-c2ccccc2)nn1S(=O)(=O)c1cccc2nsnc12	-3.7	1.5	4.1	-0.1
73	COC(=O)c1ccc2c(=O)n(Cc3cccs3)c(=S)[nH]c2c1	7.2	0.6	7.3	0.1
74	CCOCCOC(=O)C(C)Oc1ccc2c(=O)c(Oc3ccccc3Cl)coc2c1 (stereo not drawn)	0.4	-0.1	11.6	0.1
75	CCc1ccc(C(=O)Nc2cccc(NC(=O)c3ccc(CC)cc3)n2)cc1	-18.1	-1.4	8.1	0.2
76	Cn1ccnc1Sc1ccc(/C=N/NC(=O)c2ccccc2O)cc1[N+](=O)[O-]	-39.2	2.0	-6.1	-0.1
77	C=CCn1cc(/C=C2\C(=O)NC(=O)N(c3ccc4c(c3)OCO4)C2=O)c2ccccc21	-1.2	-0.2	15.5	0.0
78	O=C(Cc1ccccc1F)Nc1ccc(-c2nnc3n2CCCCC3)cc1	0.0	-0.9	7.0	0.0
79	C=CCn1c(SCC(=O)c2cc(C)n(-c3ccc(C(=O)OC)cc3)c2C)nc2sc3c(c2c1=O)CCC3	11.1	0.3	1.0	0.0
80	O=C(COc1ccccc1)NC(O)C(Cl)(Cl)Cl (stereo not drawn)	8.7	0.5	-0.1	-0.1

# No new results follow: an excerpt of the list.
nr	Structure	TEAD-YAP block	GPR151 ag	MITF primary	FBW7 activator
61	CSc1ccc(NC(=O)N2CCC(NC(=O)OC(C)(C)C)CC2)cc1	-6.3	-0.4	-11.5	-0.1
62	CSc1ccc(C(=O)Nc2nc3c(F)cccc3s2)cc1	-50.8	-1.8	4.5	0.1

# (further entries)
nr	Structure	TEAD-YAP block	GPR151 ag	MITF primary	FBW7 activator
81	COC(=O)C[n+]1cc(C)ccc1C	2.9	0.8	-5.6	0.0
82	Cc1cc(C)n2nc(CC(=O)N3CCCC3c3nc4ccccc4[nH]3)nc2n1 (stereo not drawn)	-6.7	1.0	-7.5	-0.3
83	COc1ccccc1-n1c(SCC(=O)NCc2ccccc2)nc2c(sc(=S)n2CCc2ccccc2)c1=O	0.8	-0.4	1.9	0.0
84	O=S(=O)(NCC(c1ccco1)N1CCOCC1)c1cccs1 (stereo not drawn)	5.0	0.0	10.8	-0.2
85	CCc1ccc(C2=NC(c3ccccc3C)NC(c3ccccc3O)C2)cc1 (stereo not drawn)	-54.1	1.8	9.8	-0.1
86	O=C(C1CCCO1)N1CCN(c2ncccn2)CC1 (stereo not drawn)	-2.8	-0.7	3.6	-0.2
87	COc1ccc(C(=O)Nc2ccccn2)cc1S(=O)(=O)N1CCOCC1	1.9	0.0	-1.9	0.2
88	CC(C)(C)C(=O)c1sc2c(c1N)c(=O)[nH]c(=O)n2C1CCCCC1	5.2	0.2	0.3	0.0
89	CCOc1ccc(-n2c(SCC(=O)NC3CCCCC3)nc3n[nH]c(C)c3c2=N)cc1	0.9	-0.9	-4.0	0.1
90	Cc1ccc(-c2ccccc2)n1-c1ccc(O)cc1	0.7	0.9	15.4	-0.2
91	CCN(CC)S(=O)(=O)c1ccc2c(c1)c(=O)c(C(=O)N(C)CCC#N)cn2C	-18.1	6.1*	6.8	0.0
92	COc1ccc(OC)c(/C=N\NC(=O)C(=O)NCc2ccccc2Cl)c1	4.9	1.4	4.3	-0.1
93	COc1ccc(CCC(=O)NCCn2ncc3c(NCc4ccco4)ncnc32)cc1	-4.1	0.5	5.1	-0.3
94	COc1cc(C(=O)OCC(=O)Nc2cccnc2Cl)c([N+](=O)[O-])cc1OC	1.3	-0.1	1.5	-0.2
95	COc1ccc(-c2cnc(N3CCCCC3)nc2)cc1	8.6	-4.3	-13.6	0.4
96	O=C(Nc1ccccc1)N1N=CCC1c1ccccc1 (stereo not drawn)	6.4	0.2	-1.6	0.0
97	O=C1CN(S(=O)(=O)c2cc(Br)ccc2Br)CCN1	-2.4	1.2	9.9	0.0
98	Cc1nc2ccccc2cc1C(=O)N(C)Cc1ccccc1	-2.3	-0.2	10.7	0.0
